Assay outcomes: PubChem BioAssay, several laboratories
HIV peptide binding – inhibitors of HIV fusion peptide binding, primary screen, biochemical, uHTS, fluorescence dequenching (AID 1986) | 290,000 tested, 0.3% active | inhibition, % at 20 µM, or IC50 in µM where a hit was titrated | cell-free peptide binding, fluorescence dequenching, 30 min; higher % means a stronger effect; in the data active = inhibition mostly above about 52%, no sharp cut-off; inactive = mostly below about 76%; also: some results filed as inactive read as strong as hits
Large T inhibition – SV40 large T antigen inhibitors, biochemical (AID 1903); SV40 large T antigen ATPase/helicase inhibition assay; higher % means a stronger effect; one-dose inhibition, % at 20 µM; IC50 in µM for titrated hits; 310,000 tested, 0.39% active; in the data active = a potency from the dose series; inconclusive = inhibition mostly from about 32% at the one dose, without a potency; inactive = the rest, 99 in 100 with inhibition below about 32%; also: strong numbers were not always called active
GPR55 antagonists – GPR55 antagonists blocking LPI-driven arrestin recruitment, primary screen, imaging, U2OS, beta-arrestin-GFP, LPI agonist (AID 2013). U2OS GPR55 beta-arrestin-GFP translocation imaging, LPI antagonism; higher % means a stronger effect. inhibition, % at 10 µM; hits with a dose series show IC50 in µM. 290,000 tested, 0.13% active;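 active = spots per cell inhibited over 60%, with over 100 cells counted and total cytoplasm intensity under 500,000; inconclusive = wells with under 100 cells, flagged as likely toxic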;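 also: U2OS cells stably carrying GPR55 and arrestin-GFP stimulated by 5 µM LPI near EC80; imaged beta-arrestin-GFP aggregate spots per cell after agonist stimulation; plate controls were LPI-stimulated DMSO wells for no effect and DMSO wells without LPI for full effect; some results filed as inactive read as strong as hits; confirmed hits need IC50 under 10 µM and bright autofluorescent wells are also inconclusive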
GPR55 activation – selective activators of receptor GPR55 – imaging, U2OS cells, beta-arrestin-GFP redistribution, primary screen (AID 1961). U2OS GPR55 beta-arrestin-GFP redistribution imaging; higher % means a stronger effect. activation, % at 10 µM, or EC50 in µM where a hit was titrated. 290,000 tested, 0.048% active;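 active = activation above 40% with more than 50 cells counted in the well; inconclusive = wells holding fewer than 50 cells, flagged as toxic or sparse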;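 also: U2OS osteosarcoma cells stably expressing GPR55 and beta-arrestin-GFP; plate controls were DMSO negative control for no effect and LPI positive control for full effect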
HEK293 NOD2/NF-kB – NOD2 signaling inhibitors, cell-based, luminescence, uHTS, HEK293 (AID 1566); HEK293 NOD2/NF-kB luciferase reporter, luminescence; higher % means a stronger effect; inhibition, % at 4 µM; hits with a dose series show EC50 in µM; 290,000 tested, 0.63% active; also: many of its hits are not listed in these tables
KOR beta-arrestin-1 – kappa opioid receptor blockers – cell-based, luminescence, uHTS (AID 1778). 290,000 tested, 0.091% active. one-dose inhibition, % at 10 µM; IC50 in µM for titrated hits. KOR beta-arrestin recruitment, luminescence, antagonist mode; higher % means a stronger effect; also: strong numbers were not always called active
NOD1 NF-kB reporter – NOD1 signaling inhibitors, primary screen, cell-based, luminescence, uHTS (AID 1578). NOD1-driven NF-kB luciferase reporter cells, luminescence; higher % means a stronger effect. one-dose inhibition, % at 4 µM; EC50 in µM for titrated hits. 290,000 tested, 1% active; in the data active = inhibition mostly above about 36%, no sharp cut-off; inactive = mostly below about 34%;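 also: HEK-293T reporter cells stimulated with the NOD1 agonist gamma-tri-DAP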
MgcRacGAP inhibition – MgcRacGAP GTPase-activating activity inhibitors, confirmation, biochemical, ADP Hunter fluorescence. MgcRacGAP-stimulated Rac1 GTP hydrolysis, ADP Hunter fluorescence; higher % means a stronger effect; GST-tagged Rac1 F28L mutant substrate. one-dose inhibition, % at 30 µM; IC50 in µM for titrated hits. 340,000 tested, 0.6% active. AID 624330;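 active = first-screen hits whose inhibition reached a set limit at any dose in the follow-up dose series; inconclusive = inhibition above the set first-screen limit but never retested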;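 also: fluorescence reports GDP produced by GAP-driven GTP hydrolysis; strong numbers were not always called active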
KOR beta-arrestin-2 – kappa opioid receptor activators – cell-based, luminescence, uHTS, primary screen (AID 1777); KOR beta-arrestin recruitment, luminescence; higher % means a stronger effect; activation, % at 10 µM; hits with a dose series show EC50 in µM; 280,000 tested, 0.02% active; in the data active = activation above about 50%, passing the limit was not always enough; also: a part of the inactive calls stands beside numbers as strong as those of hits
* = called active by the depositor; ? = inconclusive; nt = no result given; [ ] = another dose, or the depositor's remark. Rule as the data show it, unless noted: active = inhibition above about 50%; inactive = the rest. Not all compounds are listed; the hit share may differ from the screen's.

SMILES	HIV peptide binding	Large T inhibition	GPR55 antagonists	GPR55 activation	HEK293 NOD2/NF-kB	KOR beta-arrestin-1	NOD1 NF-kB reporter	MgcRacGAP inhibition	KOR beta-arrestin-2
COc1ccccc1C(=O)N/C(=C\c1ccc(Br)cc1)C(=O)NCCCO	-1.9%	1%	11%	0.1%	11%	1%[20 µM]	-10%	6%	-4.2%
COC(=O)Nc1ccc(OC)c(OC)c1	2.2%	2%	5%	-0.1%	-7%	-11%	-24%	0%	10%
CCCNC(=O)CC1Sc2ccccc2NC1=O (configuration not stated)	-0.2%	8%	-6%	-0.1%	3%	-58%	-23%	4%	-1.0%
CCCn1c(S(=O)(=O)O)nc2ccccc21	-0.9%	5%	2%	0.0%	23%	10%	-5%	0%	4.8%
CC1=CC2=NC(=O)/C(=C\c3cc(C)n(-c4cccc(Cl)c4)c3C)C(=N)N2O1	0.2%	-9%	3%	-0.3%	21%	25%	-12%	-3%	-1.9%
COc1ccc(-c2cc(-c3cccs3)c(C#N)c(SCC(=O)NCc3ccccc3)n2)cc1	50%	0%	13%	-0.1%	-12%	-22%	4%	8%	1.8%
Cc1ccc(S(=O)(=O)Nc2ccc3ccccc3n2)cc1	-0.4%	7%	3%	-0.4%	9%	-14%	-10%	nt	-0.1%
COCCCNC(=O)C1CC(=O)N(CCc2ccccc2)C1 (configuration not stated)	-1.4%	8%	0%	-0.1%	22%	11%	11%	4%	-8.4%
CCc1ccc(C(=O)Nc2ccc(S(=O)(=O)Nc3nc(C)cc(C)n3)cc2)o1	2.1%	22%	-1%	?	14%	11%	-3%	2%	-5.3%
Cc1nc(-c2nc(-c3c(C(=O)NNC(=O)c4ccc(Cl)cc4)noc3C)cs2)cs1	0.2%	1%	5%	-0.3%	22%	23%	-10%	-5%	-3.5%
CCOc1ccc(C)cc1-n1nc2ccccc2n1	5.1%	5%	6%	0.0%	-4%	-3%	-44%	1%	-0.5%
CCOc1ccccc1-c1nc(C(N)=O)c2[nH]c(=O)n(-c3ccccc3)c2n1	0.6%	3%	19%	0.3%	18%	14%	14%	-9%	-3.8%

A second format for some results above:
Compound | HIV peptide binding | Large T inhibition | GPR55 antagonists | GPR55 activation | HEK293 NOD2/NF-kB | KOR beta-arrestin-1 | NOD1 NF-kB reporter | MgcRacGAP inhibition | KOR beta-arrestin-2
CCOc1ccc(C)cc1-n1nc2ccccc2n1 | 5.1% | 5% | 6% | 0.0% | -4% | -3% | -44% | 1% | -0.5%
CCc1ccc(C(=O)Nc2ccc(S(=O)(=O)Nc3nc(C)cc(C)n3)cc2)o1 | 2.1% | 22% | -1% | ? | 14% | 11% | -3% | 2% | -5.3%

Remaining list, next part:
SMILES	HIV peptide binding	Large T inhibition	GPR55 antagonists	GPR55 activation	HEK293 NOD2/NF-kB	KOR beta-arrestin-1	NOD1 NF-kB reporter	MgcRacGAP inhibition	KOR beta-arrestin-2
CCOC(=O)c1cnc(SCCc2ccccc2)nc1N	0.7%	4%	18%	-0.1%	-189%	-6%	42%	6%	0.5%
CC1(C)CC(=O)c2cn3ncnc3nc2C1	-0.4%	16%	25%	-0.2%	16%	-22%	17%	-3%	5.2%
CC1CCC(N(C(=O)c2csnn2)C(C(=O)NC(C)(C)C)c2cccnc2)CC1 (configuration not stated)	-1.0%	8%	-22%	0.5%	9%	-6%	6%	4%	-2.7%
CCOC(=O)c1ccc(N2C(=O)c3n[nH]c(C)c3C2c2ccc(O)cc2)cc1 (configuration not stated)	0.9%	13%	17%	0.2%	11%	23%	-1%	1%	5.1%
CCN1CCN(C(=S)c2ccc([N+](=O)[O-])cc2)CC1	-0.7%	7%	6%	1.3%	3%	-19%	-12%	22%	2.3%
Cc1cccc(-n2c(O)c(C=Nc3ccccc3-c3n[nH]c(=S)[nH]c3=O)c3ccccc3c2=O)n1	14%	13%	4%	-0.1%	12%	6%	-5%	-6%	1.9%
CCc1ccc(NC(=S)N2CCC(NC(=O)C3CCCCC3)CC2)cc1	1.7%	1%	-2%	-0.1%	6%	-17%	-9%	5%	-2.6%
O=C1COc2ccc(C(=O)CSc3nnnn3-c3ccccc3)cc2N1	0.6%	9%	18%	-0.3%	21%	8%	-3%	11%	4.9%
Cc1ccc(-c2cc(C(=O)N/N=C/c3ccc([N+](=O)[O-])o3)c3ccccc3n2)o1	40%	27%	10%	-0.1%	nt	21%	nt	7%	-1.4%
O=C(Nc1ccccc1)C(=O)Nc1ccccn1	0.9%	-4%	1%	-0.1%	-148%	10%	30%	2%	4.9%
CC1=C(C)CC(C(=O)NC2CCN(C(C)C)CC2)C(C(=O)O)C1 (configuration not stated)	0.9%	-1%	22%	-0.1%	-2%	-10%	7%	11%	6.8%
COc1ccc2cc(-c3ccccc3)ncc2c1	0.6%	3%	1%	0.4%	-146%	-8%	-18%	7%	3.2%
C/C(=C\C(=O)c1cccnc1)Nc1ccc(O)cc1	-0.5%	30%	-7%	-0.1%	-9%	16%	-26%	15µM*	1.0%
CCn1c(=N)n(CC(=O)c2cccc([N+](=O)[O-])c2)c2ccccc21	0.3%	1%	-2%	0.0%	-5%	-4%	-31%	11%	2.2%
COc1ccc(C(=O)C[n+]2cccc(C(N)=O)c2)cc1	-0.3%	2%	-1%	0.0%	-4%	-1%	-2%	2%	-1.7%
CN1CCN(Cc2c(O)ccc3cc(-c4ccccn4)c(=O)oc23)CC1	2.7%	24%	0%	-0.2%	12%	-21%	-36%	1%	2.7%
Cc1ccc(-c2nc(CS(=O)(=O)CC(=O)NC3CCCCCC3)c(C)o2)cc1	0.5%	-4%	5%	-0.2%	12%	-48%	-12%	-7%	1.4%
CC1CCCCN1CCNc1nc(=S)[nH]c2ccccc12 (configuration not stated)	0.4%	nt	26%	0.0%	-7%	-12%	-20%	7%	-0.5%
O=C(CSc1nnc(-c2ccc(O)cc2)n1Cc1ccco1)N1CCc2ccccc2C1	0.3%	18%	7%	-0.1%	-4%	-2%	-30%	9%	2.2%
O=C(CCc1nnc(CCCCc2ccccc2)o1)N1CCCCC1CCO (configuration not stated)	-1.4%	7%	-10%	0.4%	-12%	0%	-3%	4%	5.4%
O=C(Nc1ccc(S(=O)(=O)Nc2ncccn2)cc1)C(F)(F)F	-0.1%	10%	-2%	-0.3%	-5%	-29%	-32%	7%	12%
C#CCOCCOCCOCCNc1nc(N2CCN(C(=O)[C@H](C(C)C)n3cc(CCO)nn3)CC2)nc(N2CCN(C(=O)[C@H](CCCCN)n3cc(CCCC)nn3)CC2)n1	0.8%	10%	-7%	0.1%	-9%	1%	-50%	6%	3.1%
CC1CCN(CCCNC(=O)c2cc3c(=O)n(C)c4ccccc4c3n2C)CC1	-2.3%	2%	15%	0.2%	-12%	13%	-39%	9%	-11%
CCCOc1cccc(C2C(C(=O)c3ccco3)=C(O)C(=O)N2CCN(CC)CC)c1 (configuration not stated)	-1.3%	3%	3%	0.7%	0%	5%	-5%	0%	-3.1%
O=C1C=C(c2ccccc2)C(=O)N1Nc1ccccc1	1.8%	13%	-1%	-0.1%	6%	-84%	-3%	?	-6.8%
COc1ccc(C(=O)Oc2c(C)occc2=O)cc1OC	0.9%	7%	8%	0.0%	6%	-1%	-2%	-5%	-6.2%
CCCC(=O)Nc1ccccc1-c1nnc(SCC)[nH]c1=O	-0.6%	20%	1%	-0.2%	-17%	20%	-9%	13%	0.9%
O=C(N/N=C/c1ccc(Br)s1)c1cccc([N+](=O)[O-])c1	-8.1%	6%	14%	-0.2%	19%	-6%	-14%	7%	7.5%
N#CC1=C(N)Oc2c(sc3ccccc23)C1c1ccco1 (configuration not stated)	0.3%	13%	-10%	3.6%	-10%	5%	-10%	14%	8.7%
CC(Oc1ccc(F)cc1F)C(=O)/C=C/N(C)C (configuration not stated)	0.5%	4%	0%	-0.2%	6%	-26%	-30%	13%	3.0%
O=[N+]([O-])c1ccc(N=Cc2sc3ccccc3c2O)cc1	14%	8%	3%	1.2%	-106%	1%	-48%	1%	-4.2%
CCOC(=O)c1nc(C)[nH]c1C(=O)OCC	-0.3%	10%	8%	0.6%	3%	7%	2%	4%	-1.6%
O=C(CN1C2=NCCCN2c2ccccc21)c1ccc(Cl)cc1Cl	-0.4%	8%	6%	-0.1%	-17%	-26%	-16%	4%	5.3%
COc1cc(/C=N/n2nnnc2Nc2ccccc2)cc(OC)c1OC	0.4%	6%	2%	0.3%	11%	-11%	-37%	7%	0.9%
COc1cccc2c(=O)n(CC(=O)N3CCCc4ccccc43)ccc12	30%	5%	-3%	-0.1%	6%	18%	8%	4%	-3.0%
CSc1nn(-c2ccc(C(=O)OC(C(=O)NC(N)=O)C(C)C)cc2)c(=S)s1 (configuration not stated)	-1.2%	9%	-5%	-0.1%	21%	-126%[20 µM]	0%	4%	1.6%
CCOCc1cc(CN2CCCC(CNC(=O)c3ccco3)C2)ccc1OC (configuration not stated)	-0.3%	9%	6%	-0.1%	5%	17%	-21%	2%	-0.1%
Cc1ccc(Nc2nc(-c3ccc(O)c(O)c3)cs2)nc1	7.6%	12µM*	-9%	-0.1%	6%	-14%	-50%	nt	-4.4%
Cn1c(SCC(N)=O)nnc1-c1ccc(C(C)(C)C)cc1	2.3%	7%	1%	0.6%	8%	-19%	-26%	2%	-2.7%
O=C1C=C(O)CC(c2ccc(Cl)cc2)C1 (configuration not stated)	11%	-9%	5%	-0.1%	13%	-7%	-2%	1%	1.2%
CCOC(=O)C1(CCc2ccccc2)CCN(C(=O)C2CCOCC2)CC1	-1.3%	3%	19%	-0.3%	-20%	7%	-46%	8%	-6.8%
Cc1cccc2cc(C#N)c(SCC#N)nc12	3.0%	33%	-7%	0.1%	10%	-32%	-19%	3%	0.5%
COc1cc(O)c(CCO)c2c1C(=O)C[C@@H](C)O2	-0.7%	11%	17%	0.1%	4%	-18%	-16%	-1%	-1.1%
Cc1cc(N/N=C/c2ccc(N(C)C)cc2)nc(NCc2ccccc2)n1	-1.6%	4%	12%	0.4%	2%	-22%	4%	nt	-2.3%
O=C(CN(Cc1ccccc1F)S(=O)(=O)c1ccc(Cl)cc1)NCCC1=CCCCC1	1.9%	-2%	10%	-0.1%	-8%	32%	-2%	-1%	-0.2%
CCc1nc(N2CCCCC2)c2oc3ccccc3c2n1	-0.6%	-3%	9%	-0.2%	-5%	-14%	-17%	8%	6.4%
O=C(COC(=O)Cn1[nH]c(=O)c2ccccc2c1=O)Nc1ccc2c(c1)OCO2	-0.6%	6%	0%	-1.0%	2%	7%	-3%	4%	nt
CCCc1nc2ccccc2c(C(=O)OCc2nnc(-c3cc(OC)c(OC)c(OC)c3)o2)c1CC	2.7%	nt	-4%	-0.1%	7%	-19%	3%	8%	4.1%
Cc1cc(NC(=O)c2ccc([N+](=O)[O-])cc2)n(C)n1	0.3%	6%	-1%	-0.1%	-6%	20%	2%	nt	0.3%
O=C(NC1=NC2CCCCC2N1)c1ccccc1 (configuration not stated)	-1.4%	5%	8%	-0.1%	-54%	-37%	10%	11%	-3.9%
